MrgX1 PAM = positive allosteric modulators of MrgX1, primary screen, HEK293 cells, Fluo-4 calcium flux | Mas-related G-protein coupled receptor member X1 (Homo sapiens), Q96LB2 | FDSS; hits give high values | B-score at 10 µM | 310,000 compounds, 0.63% hits;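 active = plate-corrected calcium response at least 3 library SD above typical, normal starting fluorescence, not activating the receptor alone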;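 note: compound read alongside a low EC10 to EC30 dose of BAM8-22 agonist; peak minus trough fluorescence over baseline measured at the second addition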
MrgX1 antag = antagonists of human MrgX1 receptor, primary screen, HEK293 cells, Fluo-4 calcium flux. 310,000 compounds, 1.3% hits. B-score at 10 µM. BAM8-22 antagonism; hits give low values. Mas-related G-protein coupled receptor member X1 (Homo sapiens), Q96LB2;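 active = calcium-response B-score plate-corrected more than 3 library SD below zero, starting fluorescence within 5 deviations, no agonist response on first addition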;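 note: peak minus trough fluorescence over baseline after final BAM8-22 challenge near maximal dose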
ANO1 block = TMEM16A chloride channel inhibitors, primary screen, cell-based, HTS. HEK293 TMEM16A/YFP iodide influx fluorescence, ionomycin. normalized B-score (activity score, 25-100; higher = stronger inhibition) at 10 µM. 310,000 compounds, 1.2% hits. AID 588511, 2011. Anoctamin-1 (Mus musculus), Q8BHY3;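 active = ratio plate-corrected score three or more library SD toward inhibition, starting fluorescence score within five deviations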;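 note: score derived from kinetic fluorescence span divided by baseline fluorescence per well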
TRPC4 PAM = positive allosteric modulators of TRPC4, primary screen, cell-based, mouse TRPC4beta, HEK293 mu-opioid, Fluo-4 calcium; DAMGO EC20, Fluo-4 Ca2+ flux; hits give high values; AID 2227, 2009; 310,000 compounds, 0.42% hits; B-score at 10 µM;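 active = B-score of calcium response area above 5 SD of library B-scores, with initial fluorescence ratio within 5 SD of library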;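 note: B-score of integrated fluorescence ratio over time as area under calcium response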
Target sequence (Q9QUQ5 whole entry, looked up): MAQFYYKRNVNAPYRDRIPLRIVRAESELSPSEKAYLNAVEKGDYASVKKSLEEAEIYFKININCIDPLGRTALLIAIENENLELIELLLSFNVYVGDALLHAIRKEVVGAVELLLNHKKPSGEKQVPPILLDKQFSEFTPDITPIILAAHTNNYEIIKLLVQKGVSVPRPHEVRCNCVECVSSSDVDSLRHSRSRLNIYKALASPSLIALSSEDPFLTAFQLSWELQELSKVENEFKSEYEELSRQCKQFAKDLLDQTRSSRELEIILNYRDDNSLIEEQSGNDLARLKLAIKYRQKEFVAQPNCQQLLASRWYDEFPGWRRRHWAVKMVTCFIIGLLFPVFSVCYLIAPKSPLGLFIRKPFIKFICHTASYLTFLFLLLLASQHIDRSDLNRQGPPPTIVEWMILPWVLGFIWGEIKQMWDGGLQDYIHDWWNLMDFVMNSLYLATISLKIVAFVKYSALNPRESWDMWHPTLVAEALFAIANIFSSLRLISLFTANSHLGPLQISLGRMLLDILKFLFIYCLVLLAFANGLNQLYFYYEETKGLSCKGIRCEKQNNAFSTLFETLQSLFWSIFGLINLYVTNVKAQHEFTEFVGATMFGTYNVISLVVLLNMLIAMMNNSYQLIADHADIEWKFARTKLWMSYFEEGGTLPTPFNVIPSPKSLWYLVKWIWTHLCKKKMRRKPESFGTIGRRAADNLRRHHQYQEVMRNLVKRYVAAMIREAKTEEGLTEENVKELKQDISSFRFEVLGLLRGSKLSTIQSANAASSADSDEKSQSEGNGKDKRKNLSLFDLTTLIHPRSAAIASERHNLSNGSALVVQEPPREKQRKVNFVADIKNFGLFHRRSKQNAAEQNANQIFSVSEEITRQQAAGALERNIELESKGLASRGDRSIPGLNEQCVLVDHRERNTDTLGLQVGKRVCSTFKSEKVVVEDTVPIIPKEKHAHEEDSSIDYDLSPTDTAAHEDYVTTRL
TRPC4 block = inhibitors of mouse TRPC4 channel, primary screen, Fluo4 calcium, HEK293 TRPC4beta/mu-opioid cells; 300,000 compounds, 0.39% hits; DAMGO-evoked Fluo4 calcium flux; hits give low values; B-score at 10 µM; AID 2247, 2010;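 active = B-score over 3 SD under the library average, no early fluorescence shift, positive overall ratio signal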
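Material: HEK293 cells with stable TRPC4beta plus mu-opioid receptor expression / Probe or stimulus: DAMGO in two steps, submaximal then maximal / Compound: single concentration per test compound / Technique: kinetic Fluo4 fluorescence imaging of calcium influx / Read-out: per-well B score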
TMEM16A act = TMEM16A chloride channel activators or potentiators, primary screen, cell-based, HTS. Anoctamin-1 (Mus musculus), Q8BHY3. HEK293 TMEM16A/YFP-H148Q/I152L, iodide quench fluorescence; hits give low values. B-score at 10 µM. 340,000 compounds, 0.3% hits;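 active = fluorescence-ratio B-score plate-corrected deviation score at least 3 library SD below zero, with starting fluorescence score within 5 deviations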;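 note: channel opened by trigger with iodide after compound preincubation; score built on the fluorescence ratio of max minus min over baseline; more negative score means more quench and so TMEM16A activation or potentiation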
MrgX1 agonist = agonists of human MrgX1 receptor, primary screen, HEK293 cells, Fluo-4 calcium flux; Mas-related G-protein coupled receptor member X1 (Homo sapiens), Q96LB2; Fluo-4 calcium fluorescence, agonist mode; hits give high values; B-score at 10 µM; 310,000 compounds, 0.44% hits; AID 588627, 2011;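 active = calcium response B-score plate-corrected fluorescence ratio at least 3 library SD, with starting fluorescence B-score inside 5 SD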
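Material: HEK293 cells stably expressing human MrgX1 receptor | Quantity: 15,000 cells per well | Times: Cells plated overnight, dye loaded 0.5 h 37 °C, 0.5 h room temperature | Measured by: Kinetic Fluo-4 NW fluorescence of intracellular calcium | Control set: Positive and negative controls per plate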
TRPC6 act = mouse TRPC6 channel activators, primary screen, cell-based, HEK293, membrane potential dye | B-score at 10 µM | AID 2550, 2010 | 310,000 compounds, 0.13% hits | HEK293-TRPC6 membrane potential dye fluorescence; hits give high values | Short transient receptor potential channel 6 (Mus musculus), Q61143;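 active = B-score of the integrated fluorescence ratio above library mean plus 3 SD, and starting fluorescence ratio within library mean plus 5 SD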;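 note: higher score means more depolarization so channel activation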
SKKanGAS inh = S. pyogenes SKKanGAS growth inhibitors in kanamycin, primary screen, streptokinase expression inhibitor project, SKKanGAS strain, BacTiter-Glo luminescence; 6 h; inhibition, % at 7.5 µM; 300,000 compounds, 1.3% hits;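 active = mean replicate score, as percent of positive control median, at least 50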;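 note: strain carries kanamycin resistance gene driven by streptokinase promoter and grows in 40 µg/ml kanamycin; loss of luminescence reflects streptokinase promoter inhibition or plain growth inhibition; 0% = median of DMSO wells and 100% = positive control at its reference dose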
TRPC6 inh = mouse TRPC6 channel inhibitors, primary screen, cell-based, HEK293, membrane potential dye | ACh-evoked depolarization; hits give low values | B-score at 10 µM | 310,000 compounds, 1.1% hits | Short transient receptor potential channel 6 (Mus musculus), Q61143;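 active = B-score under library mean minus 3 SD, initial fluorescence not abnormally high, positive integrated signal ratio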;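 note: B-score derived from integrated fluorescence ratio over the kinetic read; more negative B-score means stronger inhibition of depolarization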
TRPC4 act = activators of mouse TRPC4 channel, primary screen, Fluo4 calcium, HEK293 TRPC4beta/mu-opioid cells. Short transient receptor potential channel 4 (Mus musculus), Q9QUQ5. Fluo4 calcium fluorescence; hits give high values. B-score at 10 µM. 310,000 compounds, 0.49% hits. AID 2237, 2010;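 active = B-score above 5 SD of library B-scores, and initial fluorescence ratio not above library mean plus 5 SD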;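 note: positive B-score marks a calcium rise read as TRPC4 activation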
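Incubation: 45 min room-temperature Fluo4 loading, 110 s read / System: HEK293 cells stably co-expressing mouse TRPC4beta and mu-opioid receptor / Signal: Fluo4 fluorescence, kinetic / Control set: buffer (low) and maximal DAMGO (high) / Measure: integrated baseline-normalised fluorescence ratio, converted to per-well B score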
An asterisk follows results filed as active; i = inactive; . = no result given.

Structure	TMEM16A act	TRPC6 inh	MrgX1 PAM	SKKanGAS inh	TRPC4 PAM	TRPC4 act	TRPC6 act	TRPC4 block	MrgX1 agonist	ANO1 block	MrgX1 antag
Fc1ccc(-c2nnc(Cc3ccc(Cl)cc3)o2)cc1	i	i	i	3.0	i	i	i	i	i	i	i
COc1ccc(/C=N/NC(=O)c2cc(-c3ccc(C)cc3C)nc3ccccc23)cc1COC(C)=O	i	i	i	13.0	i	i	i	i	i	i	i
CCc1ccccc1NS(=O)(=O)c1ccc(SC)cc1	i	i	i	-0.1	i	i	i	i	i	i	i
Cc1onc(-c2c(Cl)cccc2Cl)c1C(=O)Nn1cnnc1	i	i	i	-7.4	i	i	i	i	i	i	i
Cc1ccc(/C=C2/Sc3ccccc3N(CC(=O)NCCCOC(C)C)C2=O)cc1	i	i	i	10.4	i	i	i	i	i	i	-4.79*
O=C1c2ccccc2C(=O)N1CCOc1ccccc1	i	i	i	-0.6	i	i	i	i	i	i	i
COc1ccc(Nc2cc(C)nc3c(C)cccc23)cc1OC	i	-5.05*	i	-0.4	i	i	i	i	i	i	i
Cc1ccc(C)c(-n2cc(CNCCc3cnccn3)c(-c3ccccc3)n2)c1	i	i	i	-0.7	i	108*	i	i	i	i	i
COc1ccc(C(C)=O)cc1Cn1nnc(-c2ccccc2Br)n1	i	i	i	0.0	i	i	i	i	i	i	i
CCOC(=O)C1CCN(C(=O)COC(=O)COc2ccc(Cl)cc2)CC1	i	i	i	-1.3	i	i	i	i	i	i	i
CCn1c(NC(=O)C(C)C)c(-c2cccs2)c(=O)c2ccccc21	i	i	i	4.2	i	i	i	i	i	i	i
COc1ccc(-n2c(=S)[nH]c3[nH]ncc3c2=O)cc1	i	i	i	0.0	i	i	i	i	i	i	i
CCN(CC(=O)Nc1c(F)cccc1F)C(=O)Cc1csc(-c2ccc(OC)c(OC)c2)n1	i	i	i	-3.8	i	i	i	i	i	i	i
Cc1cc2nc(-c3cccc(NC(=O)c4ccc(Br)o4)c3)oc2cc1C	i	i	i	14.5	i	i	i	i	i	i	i
Cc1cccc2cc(C(c3nnnn3Cc3ccccc3)N3CCN(C)CC3)c(=O)[nH]c12 (stereo not given)	i	i	i	1.9	i	47*	i	i	i	i	i
Cc1cccc2cc(C(c3nnnn3Cc3ccc4c(c3)OCO4)N3CCCC3)c(=O)[nH]c12 (stereo not given)	i	i	i	-2.1	i	i	i	i	i	i	i
C[C@H](NC(=O)OC(C)(C)C)C(=O)NCC1CCC(C(=O)O)CC1 (stereo not given in full)	i	i	i	0.1	i	i	i	i	i	i	i
O=C(NCc1ccco1)C(c1ccco1)N(Cc1cccs1)C(=O)Cn1nnc2ccccc21 (stereo not given)	i	i	i	1.8	i	i	i	i	i	i	i
CN(Cc1cc(=O)[nH]c2ccccc12)C(=O)c1ccccc1	i	i	i	-1.9	i	i	i	i	i	i	i
CN(CC(=O)Nc1cccc(S(=O)(=O)NC2=NCCCCC2)c1)Cc1ccc(C(C)(C)C)cc1	i	i	i	-27.2	i	i	i	i	i	i	i
O=C(CCCc1ccccc1)c1ccccc1	i	i	i	7.1	i	i	i	i	i	i	i
CCOc1ccccc1Nc1nnc(SCC(=O)Nc2ccc3[nH]c(=O)[nH]c3c2)s1	i	i	i	-3.4	i	i	i	i	i	i	i
CCC(C)(C(=O)NC1CCCC1)N(C(=O)c1cnccn1)c1c(C)n(C)n(-c2ccccc2)c1=O (stereo not given)	i	i	i	-10.6	i	i	i	i	i	i	i
Cc1c(Cl)cccc1NC(=O)COc1ccc(S(=O)(=O)N2CCOCC2)cc1	i	i	i	0.7	i	i	i	i	i	i	i
O=C(CNC(=S)N(Cc1ccccc1F)C1CCCCC1)NCCCN1CCOCC1	i	i	i	.	i	i	i	i	i	i	i
CCn1c2c(c3cc(Cl)ccc31)CCCC2=O	i	i	i	3.7	i	i	i	i	i	i	i
Cc1nn(-c2ccccc2)c2c1C(c1ccc(O)c(O)c1)N1C(=N2)C(Nc2ccccc2)=Nc2ccccc21 (stereo not given)	i	i	i	87.5*	i	i	i	i	i	i	i
O=C(CCCCCN1C(=O)[C@@H]2Cc3ccccc3CN2C1=O)Nc1ccccc1F	i	i	i	-5.0	i	i	i	i	i	i	i
Cc1cc(NS(=O)(=O)c2ccc(NC(=O)C(C)Oc3ccc(Cl)cc3)cc2)no1 (stereo not given)	i	i	i	6.6	i	i	i	i	i	i	i
CCC(C)C(=O)Nc1cc(OC)c(OC)cc1C(=O)O (stereo not given)	i	i	i	0.5	i	i	i	i	i	i	i
COCc1cc(C)nc2sc(C(=O)OC(C)C)c(N)c12	i	i	i	-6.3	i	i	i	i	i	i	i
CC1(C)CC(=O)C=C(c2cccs2)C1	i	i	i	3.4	i	i	i	i	i	i	i
CC1=CC(C)(C)[N+](C)(C)c2ccccc21	i	i	i	-8.3	i	i	i	i	i	i	i
CC(=O)c1ccc(NC(=O)C2CCN(S(=O)(=O)c3cccc4nonc34)CC2)cc1	i	i	i	-0.8	i	i	i	i	i	i	i
O=C(/C=C/c1ccccc1)N/C(=C/c1ccccc1)C(=O)N1CCOCC1	i	i	i	-17.6	i	i	i	i	i	i	i
COc1ccc(C(=O)/C=C/C(=O)N(CC(=O)NCCC(C)C)Cc2cccs2)c(O)c1	i	i	.	-14.0	i	i	i	i	.	.	.
Cc1ccc(C)c(N2CCN(C(=O)C3CCCN(S(=O)(=O)c4cnc[nH]4)C3)CC2)c1 (stereo not given)	i	i	i	-3.2	i	i	i	i	i	i	i
Cc1ccc(C(C(=O)NC2CCCC2)N(C(=O)Cc2cccs2)c2cccc(C)c2C)o1 (stereo not given)	i	i	i	7.4	i	i	i	i	i	i	i
COc1ccc(NC(=S)N(CCC(C)C)C2CCN(C(C)=O)CC2)cc1	i	i	i	-1.9	i	i	i	i	i	i	i
Cc1nnc(SCCC(=O)Nc2nc(-c3ccccc3)ns2)s1	i	i	i	.	i	i	i	i	i	i	i
Cc1ccc(C)c(Oc2coc3cc(O)ccc3c2=O)c1	i	i	i	1.2	i	i	i	i	i	i	i
CC(=O)Nc1ccc(NC(=O)c2ccc([N+](=O)[O-])cc2Cl)cc1	i	i	i	1.2	i	i	i	i	i	i	i
COc1ccc(CN2CC(C(=O)NCC3CCCO3)CC2=O)cc1 (stereo not given)	i	i	i	-2.0	i	i	i	i	i	i	i
O=C(CCC(=O)N1CCN(c2cccc(Cl)c2)CC1)N1CCN(c2ccccc2)CC1	i	i	i	2.7	i	i	i	i	i	i	i
Cc1ccc(NC(=S)Nc2nc(CC(=O)Nc3ccccc3)cs2)cc1	i	i	i	22.4	i	i	i	i	i	i	i
CC(C)c1cc(C(=O)O)c2cnn(C(C)C)c2n1	i	i	i	5.5	i	i	i	i	i	i	i
O=C(NN1C(=O)/C(=C/c2cccs2)SC1=S)c1ccccc1	i	i	i	3.4	i	i	i	i	i	i	i
O=S(=O)(Nc1ccc(Br)cc1)c1cccc2cccnc12	i	i	i	1.7	i	i	i	i	i	i	i
CCCNC(=O)c1cc(C)no1	i	i	i	-5.9	i	i	i	i	i	i	i
Cc1c(Cl)cccc1NC(=O)COC(=O)CN1C(=O)NC(C)(C)C1=O	i	i	i	-3.4	i	i	i	i	i	i	i
C=CCN1CCN(C(=O)c2ccc(-c3ccccc3)cc2)CC1	i	i	i	-0.7	i	i	i	i	i	i	i
Cc1cc(OC(F)F)ccc1NC(=S)NC1CCCC1	i	i	i	11.7	i	i	i	i	i	i	i
CCOc1ccc(N(C(C)C(=O)NC2CCCCCC2)S(C)(=O)=O)cc1 (stereo not given)	i	i	i	-1.2	i	i	i	i	i	i	i
CCCCCCC1C(C#N)=C(N)OC2=C1C(=O)CCC2 (stereo not given)	i	i	i	1.3	i	i	i	i	i	i	i
O=S(=O)(CCSc1ccccn1)c1nc2ccccc2s1	i	i	i	8.5	i	i	i	i	34.1*	i	i
CCCc1cc(=O)[nH]c(SCc2ccc(F)cc2)n1	i	i	i	8.4	i	i	i	i	i	i	i
CN(C)c1nn(C(=O)Nc2ccc(Cl)cc2Cl)cc1-c1ccccc1	i	i	i	-9.3	i	i	i	i	i	i	i
COc1ccccc1NC(=O)NNC(=O)CCc1ccccc1	i	i	i	-4.8	i	i	i	i	i	i	i
CCn1c(=O)cc(SCC(=O)Nc2ccc(OC)c(OC)c2)c2ccccc21	i	i	i	-3.2	i	i	i	i	i	i	i

Source: PubChem (several laboratories)
